# FBW7 act – FBW7 E3 ligase activators, primary screen, biochemical, AlphaScreen, human | F-box/WD repeat-containing protein 7 (Homo sapiens), Q969H0 | AlphaScreen FBW7–phospho-cyclin E peptide binding, activator screen | normalized activity (activation), % at 26.1 µM | 650,000 tested, 0.13% active; in the data active = normalized activity above about 1.9%;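 also: purified mutant Fbw7 with reduced substrate affinity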
# Target sequence (Q969H0 whole entry, looked up): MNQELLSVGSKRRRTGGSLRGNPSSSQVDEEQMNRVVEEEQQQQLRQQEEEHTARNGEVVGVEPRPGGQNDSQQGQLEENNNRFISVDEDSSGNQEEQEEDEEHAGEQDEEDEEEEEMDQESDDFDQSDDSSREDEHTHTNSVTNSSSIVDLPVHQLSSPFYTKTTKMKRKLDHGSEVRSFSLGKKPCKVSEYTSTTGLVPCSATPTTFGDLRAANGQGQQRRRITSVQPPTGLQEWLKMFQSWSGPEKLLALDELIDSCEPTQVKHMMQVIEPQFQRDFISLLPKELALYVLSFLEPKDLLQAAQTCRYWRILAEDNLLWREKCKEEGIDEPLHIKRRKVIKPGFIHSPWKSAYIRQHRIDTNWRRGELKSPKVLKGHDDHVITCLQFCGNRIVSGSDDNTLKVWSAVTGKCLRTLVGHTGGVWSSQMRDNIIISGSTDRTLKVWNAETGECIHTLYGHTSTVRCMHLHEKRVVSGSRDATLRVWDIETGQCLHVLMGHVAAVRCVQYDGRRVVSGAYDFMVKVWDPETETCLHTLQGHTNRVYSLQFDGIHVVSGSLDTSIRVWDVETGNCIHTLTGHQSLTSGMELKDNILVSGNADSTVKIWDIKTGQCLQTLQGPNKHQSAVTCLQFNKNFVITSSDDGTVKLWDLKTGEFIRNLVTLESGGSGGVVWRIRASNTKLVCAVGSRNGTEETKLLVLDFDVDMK
# GPR151 ag – activators of human GPR151, primary screen, cell-based, PathHunter beta-arrestin, luminescence | activation, % at 11.2 µM | PathHunter beta-arrestin GPR151 cells | 650,000 tested, 1% active | AID 1508602, 2020 | G-protein coupled receptor 151 (Homo sapiens), Q8TDV0; in the data active = activation above about 4.9%;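 also: 0% = median of compound wells and 100% = cells with positive control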
# Target sequence (Q8TDV0 whole entry, looked up): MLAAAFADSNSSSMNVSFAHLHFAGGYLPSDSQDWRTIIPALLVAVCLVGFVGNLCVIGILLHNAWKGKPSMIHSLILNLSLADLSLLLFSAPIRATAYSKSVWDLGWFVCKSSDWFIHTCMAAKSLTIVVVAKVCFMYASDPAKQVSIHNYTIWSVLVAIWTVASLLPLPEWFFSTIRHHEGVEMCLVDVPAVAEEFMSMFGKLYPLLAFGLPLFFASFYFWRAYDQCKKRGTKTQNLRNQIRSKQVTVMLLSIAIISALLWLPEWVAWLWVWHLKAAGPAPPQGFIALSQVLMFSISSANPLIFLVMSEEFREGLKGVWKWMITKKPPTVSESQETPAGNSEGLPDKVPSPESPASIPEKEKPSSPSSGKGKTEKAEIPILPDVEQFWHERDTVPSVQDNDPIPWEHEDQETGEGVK
# MITF inh – MITF inhibitors, primary screen, biochemical, AlphaScreen, human; inhibition, % at 2.6 µM; 650,000 tested, 0.91% active; AlphaScreen MITF homodimerization, bead proximity signal; Microphthalmia-associated transcription factor (Homo sapiens), O75030; in the data active = inhibition above about 50%;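 also: 0% = vehicle wells with protein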
# TEAD-YAP inh – TEAD-YAP interaction inhibition, primary screen, TEAD-YAP interaction inhibitor project, luminescence, HEK-TIYL cells; 640,000 tested, 1.4% active; inhibition, % at 9.12 µM; AID 1259422, 2018; TEAD-Gal4/YAP UAS-luciferase luminescence; in the data active = inhibition above about 32%;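 also: 0% = median of test compound wells and 100% = reference inhibitor wells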
# Active calls of the source: *; & = joins results of further samples.
SMILES,FBW7 act,GPR151 ag,MITF inh,TEAD-YAP inh
Cc1cc(C)n2nc(C(=O)NCc3ccc(Cl)cc3)nc2n1,-0.1,0.7,-65,-5
CCCCNC(=O)CCCn1c(=S)[nH]c2cc3c(cc2c1=O)OCO3,0.1,0.1,-13,-3
COCCNc1ccc(-c2ccc(C=O)cc2)cn1,-0.4,-0.8,17,-36
COc1ccc(C2Nn3c(C)nnc3SC2C(=O)NCc2ccc(C)cc2)cc1Cl (stereo not given),-0.2,0.3,30,-2
Cc1c(C(=O)Nc2ccc(Oc3ccccc3)cc2)sc2nc(C)n(C)c(=O)c12,0.0,0.2,13,7
COc1ccc(NC(=O)CS(=O)(=O)c2c[nH]c3ccccc23)cc1,0.1,-0.7,5,1
Clc1cc2c(cc1/C=N/Nc1ccccn1)OCO2,0.5,-0.2,2,-2
Cc1nonc1N=NN(Cc1ccc([N+](=O)[O-])cc1)c1nonc1C,-0.1,7.4*,9,8
O=C1N[C@@H](Cc2ccc(Cl)cc2)C(=O)N2C[C@@H](NCc3sc4ccccc4c3Cl)C[C@@H]12,-0.2,-1.1,3,14
CCOc1ccc(N/C=C/C(=O)c2ccc(OC)c(OC)c2)cc1,0.0,1.0,4,-6
CCOc1ccc(-c2nc(NC(=O)CSc3ccc(NC(C)=O)cc3)sc2C)cc1,0.2,-1.3,5,0
N=C1S/C(=C\c2cccs2)C(=O)N1c1ccc2c(c1)OCO2,0.7,0.0,2,-18
CN1/C(=C\C(=O)CSCc2ccco2)C(C)(C)c2ccccc21,-0.4,-0.3,6,0
COc1cccc(-c2cc(C(=O)N3CCn4c3nc3ccccc34)[nH]n2)c1,-0.1,-1.2,5,-2
CN(C)CCCN1C(=O)C(=O)/C(=C(\O)c2ccc(S(=O)(=O)N(C)C)cc2)C1c1ccncc1 (stereo not given),0.1,3.0,8,-12
COc1ccccc1CC(=O)Nc1ccc(Br)cc1C,0.1,-1.6,20,0
COc1cc(CNCCO)ccc1OCC(=O)Nc1ccccc1,0.2,-2.3,5,-66
CCC(c1nnnn1C(C)(C)C)N1CCN(c2ccc([N+](=O)[O-])cc2)CC1 (stereo not given),0.2,-0.3,-3,0
Cc1c(C(=O)N2CCCC2)sc(NC(=O)c2cccc(Cl)c2)c1C#N,-0.1,-0.1,3,3
NC(=O)NC(CC(=O)NCCCc1ccccc1)c1ccccc1Cl (stereo not given),0.1,-1.3,-10,3
C/C(=C\c1ccccc1)C(=O)Nc1nnc(C(F)(F)F)s1,0.0,-1.3,-3,-35
CC(=O)c1cccc(NC(=O)c2ccc(CNc3c(N4CCCC4)c(=O)c3=O)cc2)c1,0.7,0.0,8,6
O=C(CSc1nc2ncccc2[nH]1)Nc1ccccc1,0.8,-0.5,-13,-22
COc1ccc(NC(=O)C(NS(=O)(=O)c2ccc3nc(C)sc3c2)C(C)C)cc1 (stereo not given),-0.3,0.5,-12,7
Cc1cccc(NC(=O)c2ccc(N3CCN(c4ccc(F)cc4)CC3)c([N+](=O)[O-])c2)c1,0.7,-1.5,6,4
O=C(O)Cn1c2ccccc2c2cn[nH]c(=O)c21,0.4,2.3,5,11
CCn1c(-c2ccccc2)csc1=Nc1c(C)n(C)n(-c2ccccc2)c1=O,0.1,-0.4,-9,7
CCOc1ccc(C(=O)/C=C\Nc2ccc(S(=O)(=O)Nc3nnc(CC)s3)cc2)cc1,0.0,0.0,13,-27
COc1cc(-c2cnc3c(NCc4cccs4)nccn23)cc(OC)c1OC,1.9*,0.2,-2,38*
CN(C)S(=O)(=O)c1cccc(C(=O)c2c(-c3ccccc3)cc3ccccn23)c1,0.1,2.4,4,-5
CCC(=O)Nc1nonc1-c1nc2ccccc2n1Cc1ccc(F)cc1,0.1,2.0,-8,-6
COc1ccccc1CCNC(=O)CCCn1nnnc1CN1CCC(C)CC1,-0.2,1.3,3,1
O=C(Nc1nc(=O)[nH]s1)c1ccccc1,0.0,0.8,5,4
CC(C)(C)c1nc2ccccc2c2nn(CC(=O)NCC3CC3)c(=O)n12,0.0,0.1,-5,0
Nc1ncnc2c1ncn2[C@@H]1O[C@H](CO)[C@@H](O)[C@@H]1O,-0.1&0.1&0.0,0.1&0.3&0.5,12&-2&-1,-4
NS(=O)(=O)c1ccc(CNC(=O)c2ccccc2Br)cc1,-0.2,-0.8,0,9
COc1cc(OC)cc(C(=O)NCc2ccc(S(N)(=O)=O)cc2)c1,0.3,-2.2,21,6
CC(=O)c1ccc(N2CCN(C(=O)Cc3c(C(=O)O)[nH]c4ccc(Cl)cc34)CC2)cc1,0.0,0.2,8,-3
O=C(CN1C(=O)CCC1=O)Nc1nc(-c2ccc3ccccc3c2)cs1,0.3,1.8,19,-13
Cc1ncoc1C(=O)NCC1Cc2cccc(-c3ccccn3)c2O1 (stereo not given),0.2,1.6,-6,3
CC(C(=O)N1CC[C@@H](c2ccccc2)[C@H](O)C1)n1nnc2ccccc21 (stereo not given in full),0.0,-1.0,9,6
CCC(=O)NC(=S)Nc1ccc(N2CCOCC2)c(Cl)c1,0.1,1.5,3,-49
COc1ccc(C(=O)Nc2nnc(-c3ccco3)o2)c(OC)c1,-0.1,-1.3,2,-30
Cc1cccc(C)c1-n1c(=S)sc2c(=O)n(-c3ccccc3)c(SCc3ccc(Cl)cc3)nc21,0.1,0.2,-1,-4
O=C(CSc1nc2sc3c(c2c(=O)n1-c1ccccc1)CCCC3)NC1CCCCC1,0.0,0.0,-11,-12
CC(=O)c1ccc(C(=O)N2CCC(CO)(Cc3ccccc3)CC2)s1,-0.1,-0.7,11,4
N#Cc1ccccc1NC(=O)CSc1ccc2ccccc2c1,0.2,0.6,5,-12
CCCCCCc1cc2c(-c3ccccc3)cc(=O)oc2cc1OCc1ccc(C(=O)O)o1,0.6,-0.3,11,19
CCN(CC)CCNC(=O)c1cc(=O)[nH]c2ccc(Br)cc12,-0.3,1.3,-5,9
CCn1ccnc1C(=O)c1ccccc1,-0.3,-1.1,-4,-14
CC(C)(C)c1ccccc1OCC(O)CN1CCN(c2ccccc2F)CC1 (stereo not given),-0.1,0.7,10,10
O=C(NCCCN1CCOCC1)Nc1cccc2ccccc12,0.3,1.0,-14,-5
O=C(Cc1c(F)cccc1Cl)Nc1cc(C(=O)NCc2cccs2)ccc1N1CC2CC(C1)c1cccc(=O)n1C2 (stereo not given),0.0,-1.7,-6,-6
CC(C)(C)C(=O)COC(=O)c1ccc(NS(=O)(=O)c2cccs2)cc1O,0.1,-0.5,3,-2
CCN(CCO)Cc1cn[nH]c1-c1ccc(C)c(C)c1,0.0,-0.1,50,-3
Cc1cc(OCC(O)CN2CCCCC2)cc(C)c1Cl (stereo not given),0.1,0.4,4,14
CCN1CCN(CC(=O)N/N=C/c2ccccc2)CC1,0.6,-1.6,70*,-1
NC(=O)Cn1nc2c3ccccc3nc(Cc3ccccc3)n2c1=O,-0.1,0.6,-3,-2
CC(=O)c1ccccc1NC(=O)C1C2C=CC(O2)C1C(=O)O (stereo not given),0.1,-1.4,1,7
CCOc1cc(Br)cc(/C=N/NC(=O)Cc2ccccc2)c1O,-0.4,1.2,9,12

# (cont.)
SMILES,FBW7 act,GPR151 ag,MITF inh,TEAD-YAP inh
CCCC(=O)Nc1ccc(NC(=O)c2ccc(OC)cc2)nc1,-0.1,0.6,8,-17
COc1ccc(CN2CCN(CCCc3ccccc3)C(CCO)C2)c(OC)c1OC (stereo not given),0.2,0.4,16,-7
Cc1cc(NC(=O)CSc2nc3c(sc(=S)n3-c3ccccc3C)c3nc4ccccc4n23)no1,-0.1,1.3,3,10
NC(=O)c1ccc(NC(=O)COC(=O)CCc2ccccc2)cc1,-0.1,-0.1,1,-9
CCOC(=O)C1=C(C)N=c2s/c(=C\c3ccc(OCc4ccccc4Cl)cc3)c(=O)n2C1c1ccc(OC)c(OC)c1 (stereo not given),0.0,0.0,-7,2
Cc1c(Cl)c(C)c(C2=NON3N(C(=O)Nc4ccc(Cl)cc4)c4ccccc4N23)c(C)c1Cl,-0.1,1.2,-1,-3
O=C1NC2(CCCCC2)N(C(=O)c2ccc(Cl)cc2)C2=C1CCCC2,0.1,-0.2,10,2
Cc1onc(-c2ccccc2)c1C(=O)NC1C(=O)N2[C@@H]1SC(C)(C)[C@@H]2C(=O)O (stereo not given in full),0.7,-0.9,21,2
O=C(CSc1nc2cc3c(cc2c(=O)n1CCC(=O)N1CCN(c2ccccc2)CC1)OCO3)c1ccc(Br)cc1,0.3,-1.1,-10,2
O=C(CSCc1ccc(F)cc1)Nc1ccccc1,-0.1,-0.7,-3,-35
CS(=O)(=O)N(CC(=O)N/N=C/c1c(F)cccc1Cl)c1cccc2ccccc12,0.2,1.3,-16,-1
Cc1ccc(/C=C2\N=C(c3ccccc3Cl)OC2=O)c(C)c1,-0.2,0.7,-5,-30
COc1ccc(-n2nnc3c(=O)n(CC#N)cnc32)cc1OC,0.0,1.1,-2,-11
COC(=O)c1ccccc1NC(=O)CN1CCC(c2nc3ccc(Cl)cc3[nH]2)CC1,0.0,0.0,-3,-3
CC1CCCN(C(c2ccccc2)c2sc3ncnn3c2O)C1 (stereo not given),0.0,1.4,13,0
COc1ccc(NC(=O)CSc2nc(N)c(C(=O)Nc3nccs3)s2)cc1,0.1,-4.0,7,-23
Clc1ccc(CO/N=C2\CCCc3nonc32)cc1,0.1,-0.2,7,-17
COc1ccc(-c2nc3ccc(C(=O)NCc4ccccn4)cc3nc2-c2ccc(OC)cc2)cc1,0.1,0.5,-16,-1
COc1ccc(CCN(C)C2CCCN(C(=O)NC(C)(C)C)C2)cc1OC (stereo not given),-0.1,1.4,-4,-3
Cc1cc(C(=O)O)ccc1N=Cc1cccc([N+](=O)[O-])c1O,0.1,1.8,8,12

# 13 entries out of the list, arranged by SMILES length, largest number first.
SMILES,FBW7 act,GPR151 ag,MITF inh,TEAD-YAP inh
O=C(CSc1nc2cc3c(cc2c(=O)n1CCC(=O)N1CCN(c2ccccc2)CC1)OCO3)c1ccc(Br)cc1,0.3,-1.1,-10,2
Cc1onc(-c2ccccc2)c1C(=O)NC1C(=O)N2[C@@H]1SC(C)(C)[C@@H]2C(=O)O (stereo not given in full),0.7,-0.9,21,2
Cc1cc(NC(=O)CSc2nc3c(sc(=S)n3-c3ccccc3C)c3nc4ccccc4n23)no1,-0.1,1.3,3,10
COC(=O)c1ccccc1NC(=O)CN1CCC(c2nc3ccc(Cl)cc3[nH]2)CC1,0.0,0.0,-3,-3
COc1ccc(CN2CCN(CCCc3ccccc3)C(CCO)C2)c(OC)c1OC (stereo not given),0.2,0.4,16,-7
COc1ccc(CCN(C)C2CCCN(C(=O)NC(C)(C)C)C2)cc1OC (stereo not given),-0.1,1.4,-4,-3
Cc1cc(C(=O)O)ccc1N=Cc1cccc([N+](=O)[O-])c1O,0.1,1.8,8,12
Cc1ccc(/C=C2\N=C(c3ccccc3Cl)OC2=O)c(C)c1,-0.2,0.7,-5,-30
NC(=O)c1ccc(NC(=O)COC(=O)CCc2ccccc2)cc1,-0.1,-0.1,1,-9
COc1ccc(-n2nnc3c(=O)n(CC#N)cnc32)cc1OC,0.0,1.1,-2,-11
CCCC(=O)Nc1ccc(NC(=O)c2ccc(OC)cc2)nc1,-0.1,0.6,8,-17
Clc1ccc(CO/N=C2\CCCc3nonc32)cc1,0.1,-0.2,7,-17
O=C(CSCc1ccc(F)cc1)Nc1ccccc1,-0.1,-0.7,-3,-35

# Carrying on:
SMILES,FBW7 act,GPR151 ag,MITF inh,TEAD-YAP inh
COc1ccc(CN2CCc3nncn3CC2)c(OC)c1OC,0.0,-0.5,4,1
CCCOC(=O)c1ccc(N2C(=O)C3C4CCC(C4)C3C2=O)cc1 (stereo not given),0.0,-0.3,3,-28
Cc1ccc(NS(=O)(=O)c2c(C)nn(C)c2C)cc1C,-0.1,-0.2,-6,3
COC(=O)c1ccc2c(c1)N(Cc1cc(C)on1)C(=O)C(C)O2 (stereo not given),0.0,-0.5,-5,3
COc1ccc(-c2nnc(NC(=O)c3cc4ccccc4oc3=O)o2)cc1,0.1,0.2,-6,5
Nc1cc(=O)[nH]c(SCC(=O)N2CCC(Cc3ccccc3)CC2)n1,-0.2,-1.0,-14,0
COc1ccccc1CNC(=O)c1ccc(S(=O)(=O)c2cccc(Cl)c2)c([N+](=O)[O-])c1,0.2,-0.5,18,-2
COc1ccc(C(=O)COC(=O)CCCn2c(=O)oc3ccccc32)cc1,-0.1,0.7,0,5
O=C1NC(=NC(C(=O)O)C2CCCCC2)S/C1=C/c1ccco1 (stereo not given),-0.1,2.7,0,4
Cc1ccc(NC(=S)NC(=O)CCC2CC(C)OC2=O)cc1 (stereo not given),0.7,-1.3,-7,-3
CCN(CC)C(=O)c1c[nH]c2ccc(S(=O)(=O)N(C)c3ccc(C(C)C)cc3)cc2c1=O,-0.2,1.5,3,15
Cc1ccc2c(c1)N(CC(=O)N1CCc3ccccc31)C(=O)c1cccnc1O2,0.1,0.7,9,0
COC(=O)C1CCN(Cc2nc3sc4c(c3c(=O)[nH]2)CCCC4)CC1,0.1,-1.4,11,10
Cc1nnc2c(Nc3ccc(Cl)cc3)nc3nonc3n12,0.0,0.0,-6,-2
O=C(CN(C(=O)CCn1ncc2ccccc21)c1ccc(F)cc1)NC1CCCC1,0.0,-0.5,-4,4
O=C1CC(=O)Nc2cc(S(=O)(=O)Nc3ccc(Br)cc3F)ccc2N1,-0.1,0.8,-14,14
COc1ccc(S(=O)(=O)N2CCN(C(=O)c3ccccc3F)CC2)cc1,0.1,-0.5,0,12
CCCCCn1cnc2c(=O)oc3ccccc3c21,0.0,-1.2,20,5
